A3A deaminase: human APOBEC3A DNA deaminase inhibition; inhibition, % at 20 µM; P31941; 330,000 compounds, 0.41% hits; recombinant A3A, FAM/TAMRA ssDNA deamination fluorescence; AID 493011;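 active = at least 40% inhibition at 20 µM here, with at most 30% in a related deaminase screen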;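 also: plate controls were A3A with DMSO for no effect and wells lacking A3A enzyme for full effect; some results filed as inactive read as strong as hits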
hIAP act: human IAP activation | AID 2524 | 330,000 compounds, 0.16% hits | purified human IAP, CDP-Star luminescence, 30 min; active compounds read high; 1 = vehicle-only enzyme, 0 = enzyme-free background | P09923 | activation factor at 10 µM;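 active = activation factor of the enzyme at least 2-fold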; also: the source names both 10 and 20 µM as test concentration; values of inactives mirror those of a sister screen read the other way
Target sequence (P09923 whole entry, looked up): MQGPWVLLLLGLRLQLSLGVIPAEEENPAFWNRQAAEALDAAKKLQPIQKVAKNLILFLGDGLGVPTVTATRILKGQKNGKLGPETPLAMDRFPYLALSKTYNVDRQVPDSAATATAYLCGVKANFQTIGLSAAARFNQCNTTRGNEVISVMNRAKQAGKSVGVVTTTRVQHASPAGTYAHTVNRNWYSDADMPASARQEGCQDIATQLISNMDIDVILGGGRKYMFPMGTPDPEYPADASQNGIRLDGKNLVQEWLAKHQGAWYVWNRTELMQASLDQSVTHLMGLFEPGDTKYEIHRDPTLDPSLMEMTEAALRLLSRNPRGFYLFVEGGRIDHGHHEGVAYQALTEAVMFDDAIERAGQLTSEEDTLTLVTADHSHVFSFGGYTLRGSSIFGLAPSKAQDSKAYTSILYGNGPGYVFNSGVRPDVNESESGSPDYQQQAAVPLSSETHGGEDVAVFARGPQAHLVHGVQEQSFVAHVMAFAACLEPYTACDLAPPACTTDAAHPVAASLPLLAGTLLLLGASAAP
hIAP inh: blocks human intestinal alkaline phosphatase | 330,000 compounds, 0.12% hits | purified IAP, CDP-Star luminescence, 30 min | AID 2544 | inhibition, % at 10 µM;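 active = inhibition reaching a set limit with compound at 10 µM in the primary screen, cut at about 35% in these data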;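 also: plate controls were DMSO wells with enzyme for no effect and no-enzyme buffer wells for full effect; values of inactives mirror those of a sister screen read the other way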
mIAP inh: blocks mouse intestinal alkaline phosphatase | purified mouse IAP, CDP-Star luminescence, 30 min | inhibition, % at 10 µM | 330,000 compounds, 0.2% hits;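 active = inhibition of at least 40% at 10 µM in the primary screen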;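 also: plate controls were DMSO with enzyme for no effect and no enzyme wells for full effect; values of inactives mirror those of a sister screen read the other way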
HKDC1 inh: HKDC1 (human) hexokinase inhibition; Q2TB90; recombinant HKDC1, G6PDH/diaphorase resazurin coupled fluorescence; inhibition, % at 20 µM; 340,000 compounds, 0.16% hits; AID 493160;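 active = inhibition above about 35% when tested at 20 µM, limit read from the data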;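 also: plate controls were DMSO wells with enzyme for no effect and DMSO wells lacking enzyme for full effect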
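System: Recombinant HKDC1 hexokinase | Amount: HKDC1 at 5 µg/mL | Reagent: Glucose with 1 mM ATP | Doses: Single 20 µM dose | Incubation: Reaction time 90 min, room temperature, protected from light | Signal: Coupled resazurin fluorescence, excitation 525 nm, emission 613 nm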
PfGluPho inh: PfG6PD (Plasmodium falciparum) enzyme inhibition. PfGluPho enzyme, NADPH resazurin-diaphorase fluorescence. inhibition, % at 20 µM. 350,000 compounds, 0.78% hits;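 active = inhibition reaching at least a set limit at 20 µM in the primary screen, cut at about 59% in these data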;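 also: 0% = DMSO wells with substrate and 100% = DMSO wells lacking glucose-6-phosphate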
mIAP activ: mouse IAP activation | muIAP, CDP-Star luminescence, 30 min; active compounds read high; 1 = vehicle-only enzyme signal, 0 = enzyme-free wells | activation factor at 10 µM | 330,000 compounds, 0.24% hits;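 active = activation factor of at least 2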; also: the source names both 10 and 20 µM as test concentration; values of inactives mirror those of a sister screen read the other way
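also added = chemiluminescent substrate CDP-Star | test system = mouse IAP enzyme | signal = chemiluminescence readout | compound = DMSO-dissolved test compounds | incubation = 30 min at room temperature | benchmarks = DMSO wells, no-enzyme wells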
ATG4B inhibitor: blocks human ATG4B protease cleavage of LC3 substrate. Q9Y4P1. ATG4B cleavage of LC3-PLA2, NBD-HPC fluorescence, 1 h. inhibition, % at 8.33 µM. 340,000 compounds, 0.51% hits; in the data active = inhibition above about 40%
Target sequence (Q9Y4P1 whole entry, looked up): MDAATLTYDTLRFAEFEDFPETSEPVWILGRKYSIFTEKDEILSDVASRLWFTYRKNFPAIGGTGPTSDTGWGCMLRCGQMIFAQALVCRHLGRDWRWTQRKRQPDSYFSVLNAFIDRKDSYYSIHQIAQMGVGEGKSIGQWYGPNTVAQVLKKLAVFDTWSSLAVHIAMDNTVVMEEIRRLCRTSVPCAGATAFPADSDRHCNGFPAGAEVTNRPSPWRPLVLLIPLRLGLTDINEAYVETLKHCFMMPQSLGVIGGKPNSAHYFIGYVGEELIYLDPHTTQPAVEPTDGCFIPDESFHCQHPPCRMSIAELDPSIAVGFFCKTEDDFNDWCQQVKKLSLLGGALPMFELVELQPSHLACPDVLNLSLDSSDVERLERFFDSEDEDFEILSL
* marks the source's active call; other numbers are inactive results; . = no result given.

SMILES	A3A deaminase	hIAP act	hIAP inh	mIAP inh	HKDC1 inh	PfGluPho inh	mIAP activ	ATG4B inhibitor
COC(=O)c1sccc1-c1ccc(C(=O)Nc2ccccc2)o1	11	0.98	2	3	-2	23	0.97	-6
Clc1ccc(C2CC(c3cccs3)n3ncnc3N2)c(Cl)c1 (stereo not given)	-4	1	-3	9	0	-5	0.91	0
Cc1csc(CNC(=O)c2ccc(OC3CCN(CCc4ccccc4)CC3)cc2)n1	-5	1.2	-18	-8	-3	-1	1.1	14
CC1CCCN(S(=O)(=O)c2ccc(NC(=O)C3CC(=O)N(C(C)(C)C)C3)cc2)C1 (stereo not given)	-3	1	-4	-6	-4	6	1.1	-3
CC1(C)Cc2ccccc2-c2nnc(SCc3ccccc3)n21	-2	1	0	7	0	-8	0.93	30
CC(=O)Nc1cc2c(cc1Br)OCCO2	-7	1.4	-40	-6	-8	-5	1.1	5
COc1ccccc1NS(=O)(=O)c1cc(NC(=O)c2cccs2)ccc1N1CCCCC1	0	1	-2	-6	-3	-3	1.1	1
O=C(COC(=O)c1ccccc1Cl)Nc1nccs1	-1	1.4	-38	6	-7	0	0.94	-1
CC(C)COc1ccc(C(=O)Nc2ccc(N3CCOCC3)cc2N2CCOCC2)cc1	-3	0.81	19	2	0	28	0.98	4
COc1ccc(C2CC(c3cccs3)=NN2C(=O)CSc2nnnn2C)cc1OC (stereo not given)	13	1	-2	5	-8	6	0.95	-9
Cc1ccc(S(=O)(=O)CCC(=O)O)cc1C	0	0.9	10	6	-7	-1	0.94	-4
Cc1ccc([C@@H]2[C@@H]3C(=O)N(C)C(=O)[C@@H]3[C@]3(Cc4ccccc4)C(=O)N(CCO)CC(=O)N23)o1	-3	0.85	14	-7	-3	4	1.1	2
O=C(CNC(=O)c1ccccc1)OC(C(=O)c1ccccc1)c1ccccc1 (stereo not given)	-6	1	-4	0	-14	10	1	-13
CCCN(CC(=O)Nc1ccc(Cl)cc1Cl)C(=O)/C=C/c1cccc([N+](=O)[O-])c1	2	0.89	11	3	-8	18	0.97	5
O=C(c1cc(C2CC2)nn1-c1ccccc1)N1CCN(Cc2ccc(Cl)cc2)CC1	-2	0.9	10	5	-1	4	0.95	11
CC(NC(=O)C1CCC1)c1ccc(Cl)cc1 (stereo not given)	-2	1.1	-9	-4	2	0	1	-9
Cc1cccc(-n2cnc3cc(C(=O)N4CCCCC4)ccc32)c1	4	0.89	11	6	-14	-5	0.94	10
O=C(/C(=C/O)N=Nc1ccc(Cl)cc1)c1ccncc1	-1	1.2	-20	13	8	2	0.87	5
COc1ccc(N(CC(=O)NCCC2=CCCCC2)S(=O)(=O)c2ccccc2)cc1OC	2	1.3	-27	-6	16	8	1.1	-9
CCOc1ccc2c(c1)/C(=C(\C(Cl)=C(Cl)Cl)[N+](=O)[O-])N2	0	1.1	-6	13	-6	4	0.87	1
Nc1c(C(=O)Nc2ccc3c(c2)OCCO3)nnn1Cc1cccc(F)c1	-5	0.95	5	4	0	17	0.96	8
CCN(C(=O)COC(=O)c1ccco1)c1cccc2ccccc12	-4	1.1	-5	9	-2	3	0.91	1
Cc1c(NS(=O)(=O)c2ccc(C(=O)NCc3ccc(F)cc3)cc2)c(=O)n(-c2ccccc2)n1C	3	1.1	-12	-6	2	-6	1.1	2
CC(C)OC(=O)c1c(NC(=O)c2cccs2)sc2c1CCCC2	1	0.9	10	5	-2	-16	0.95	12
O=C(CN(CCc1ccccc1)Cc1ccccc1)Oc1ccccc1P(=O)(O)O	-4	1.2	-16	6	-1	-24	0.94	3

Next part
SMILES	A3A deaminase	hIAP act	hIAP inh	mIAP inh	HKDC1 inh	PfGluPho inh	mIAP activ	ATG4B inhibitor
Cc1nn(C2CCS(=O)(=O)C2)c(Cl)c1/C=C/C(=O)OCC(=O)Nc1ccc2c(c1)OCO2 (stereo not given)	0	0.97	3	8	10	17	0.92	-11
CC(=O)c1cccc(NC(=O)CN(c2ccc(C)cc2)S(=O)(=O)c2cccc3nonc23)c1	0	1	-4	5	1	7	0.95	-9
CC(C)(C)C(=O)OCc1nc(-c2ccc(F)cc2)cs1	4	1.1	-10	-17	-2	15	1.2	4
Cc1ccc2[nH]c3c(c2c1)CN(C(=O)CN1CC(C)OC(C)C1)CC3 (stereo not given)	-7	1	-3	-5	-1	10	1.1	-5
OCC[C@H]1C[C@@H](O)[C@H](O)[C@@]2(Cc3ccccc3CO2)O1	-3	1.1	-10	2	2	10	0.98	-5
O=S(=O)(/N=C(/Nc1ccc(F)cc1F)c1ccccc1)c1ccc(Br)cc1	0	1.2	-18	2	.	.	0.98	.
O=c1[nH]c(C2CCN(S(=O)(=O)c3ccccc3F)CC2)nc2c1nnn2Cc1ccc2c(c1)OCCO2	-6	1.1	-10	18	14	-16	0.82	8
CC(C)n1c(SC2C(=O)CC(C)(C)CC2=O)nc2c1c(=O)n(C)c(=O)n2C	-6	0.92	8	-5	-8	-15	1	0
COc1cc2c(ccc3cc(OC)c(OC)c(O)c32)cc1O	88	0.94	6	50*	16	17	0.49	-17
Nc1nc2n(n1)C(=O)CC(c1ccccc1[N+](=O)[O-])N2 (stereo not given)	-3	0.96	4	0	2	-6	1	-3
CC1CCCN(c2nc(NCc3ccco3)nc(N)c2[N+](=O)[O-])C1 (stereo not given)	-3	0.85	15	7	9	4	0.93	0
Cc1ccc(S(=O)(=O)N2CCCOC2CNC(=O)C(=O)NCc2cccnc2)cc1 (stereo not given)	1	1	-1	-2	-9	18	1	4
CCOc1ccc(C(CC(=O)O)NC(=O)COc2ccccc2)cc1 (stereo not given)	1	1	-2	-3	-6	-4	1	-15
CCCCCCSC1=C(C#N)C(c2ccc(C)o2)CC(=O)N1 (stereo not given)	-6	0.95	5	0	-4	1	1	0
CN(C)CCN(C(=O)c1cc(Cl)sc1Cl)c1nc2ccc(F)cc2s1	9	0.93	7	6	-12	1	0.94	10
CC1CC(C)CN(CC(=O)Nc2cc(S(=O)(=O)N3CCOCC3)ccc2N2CCCC2)C1 (stereo not given)	-2	0.83	17	9	-4	9	0.91	3
COc1ccc(CCC(N)=O)cc1OC	-1	1	-2	4	-4	5	0.96	0
c1ccc(-n2cnnc2SCc2cn3ccsc3n2)cc1	-2	0.95	4	-2	-6	-3	1	-9
COc1cc(NC(=O)COc2cc(O)c3c(c2)OC(C)(C)CC3=O)cc(OC)c1OC	0	0.91	9	-2	1	0	1	-20
c1ccc(CNc2nc3ccccc3n3cnnc23)cc1	-1	0.84	16	-8	-2	6	1.1	3
COc1cc(C(=O)Nc2nnc(SC)s2)c([N+](=O)[O-])cc1OC	-4	0.93	7	3	-6	-1	0.97	-7
CCOCC(=O)Nc1cccc(Br)c1	-3	1.1	-7	-14	2	-8	1.1	7
Nc1c(-c2ccccc2)cnn1-c1ccc(C(=O)O)cc1	-1	1	-2	-5	-8	2	1	0
CN(Cc1ccccc1)C(=O)CN(C)S(=O)(=O)c1ccc(F)cc1	-1	0.92	8	-1	0	-4	1	-10
CC(C)(OC(=O)NC(=O)C(F)(F)F)C(C)(C)OC(=O)NC(=O)C(F)(F)F	6	1.1	-10	2	1	-11	0.98	-5

(more compounds)
SMILES	A3A deaminase	hIAP act	hIAP inh	mIAP inh	HKDC1 inh	PfGluPho inh	mIAP activ	ATG4B inhibitor
CCOc1cc(CNc2ncc(-c3ccc(OC)cc3)n2C)ccc1O	-3	1.2	-24	-6	8	12	1.1	-9
CCN(C(=O)CSc1ncccc1C(=O)Oc1cccc([N+](=O)[O-])c1)c1cccc(C)c1	4	0.99	1	10	4	8	0.9	2
COc1ccc(C2=NOC(C)(c3nnc(-c4ccccc4)o3)C2)cc1 (stereo not given)	-1	0.97	3	9	-4	-12	0.91	-5
CC1=CC(c2ccccc2)n2nc(NC(=O)CCC(=O)O)nc2N1 (stereo not given)	0	1.1	-8	-7	-7	2	1.1	-4
O=C(NCc1ccccc1CN1CCOCC1)c1ccc(-n2cccn2)cc1	-4	0.96	4	4	2	-6	0.96	-4
CCOC(=O)c1ccc(NC(=S)N(CCCN2CCN(C)CC2)Cc2cccs2)cc1	-1	1	-1	6	3	3	0.94	-7
CCOC(=O)c1ccc(NC(=O)COc2ccc(CNC3CCCCC3)cc2OC)cc1	-4	1.1	-13	-22	-7	15	1.2	-11
Cc1ccc(Nc2cc(-c3ccccc3)nc3ncnn23)cc1	-1	1	0	-20	-2	-5	1.2	-4
c1ccc(Cc2nnc3sc(-c4ccc5c(c4)OCCO5)nn23)cc1	-3	0.98	2	0	-3	25	1	7
O=C1C(SCCO)=C(SCCO)C(=O)c2ccccc21	-7	1.2	-17	12	72*	119*	0.88	44*
CCN(CC(=O)Nc1c(F)cccc1F)C(=O)c1cc2c(cc1Cl)N1CCCCCC1=NS2(=O)=O	0	0.97	2	-1	-1	-7	1	-8
COc1ccc(CC(=O)Nc2cc(C)ccc2O)cc1OC	-3	1	-4	-5	-6	-16	1.1	-3
COc1ccc(-n2nc(C(=O)NCC(=O)N3CC(C)CC(C)C3)c3ccccc3c2=O)cc1OC (stereo not given)	-3	0.99	1	6	-1	-11	0.94	2
COc1cc(S(=O)(=O)N2CCN(c3ccccn3)CC2)ccc1Br	-5	0.85	15	1	-1	-38	0.99	-4
CCCNC(=O)CC(NS(=O)(=O)c1ccc(NC(C)=O)cc1)C(C)C (stereo not given)	5	1.1	-7	10	-5	0	0.9	-6
O=C1Nc2c(Br)cccc2C1=O	-4	0.9	10	3	12	-2	0.97	7
CCOc1cc(NC(=O)c2ccco2)c(OCC)cc1NC(=O)Cc1ccc(OC)c(OC)c1	-3	1.1	-9	-7	0	16	1.1	-14
O=C(c1nc2ccccn2c1CN1CCC(Cc2ccccc2)CC1)N1CCCC1	3	0.94	6	-8	-5	14	1.1	19
CCC(C)(C)n1nnnc1C(c1cc2cc(C)ccc2[nH]c1=O)N1CCCC1 (stereo not given)	0	0.99	0	21	0	7	0.79	-9
COc1ccc2oc(=O)cc(-c3cc4ccccc4o3)c2c1	1	0.87	13	5	0	-15	0.95	10
CNC(=O)CN(c1ccc(F)cc1)S(=O)(=O)c1cc(C)ccc1OC	5	1.1	-14	5	-7	-3	0.95	-8
O=C1N(c2cccc(Cl)c2)C(c2ccccc2)N2CCCN12 (stereo not given)	2	0.98	2	-1	0	-9	1	7
CCOc1ccc(N(CC(=O)Nc2cccc(OC)c2)S(=O)(=O)c2c(C)noc2C)cc1	-1	0.96	4	-39	-3	19	1.4	-5

Entries of single compounds as entered above. Values in the order: A3A deaminase	hIAP act	hIAP inh	mIAP inh	HKDC1 inh	PfGluPho inh	mIAP activ	ATG4B inhibitor
O=C(c1nc2ccccn2c1CN1CCC(Cc2ccccc2)CC1)N1CCCC1 is listed with 3	0.94	6	-8	-5	14	1.1	19
COc1ccc(CC(=O)Nc2cc(C)ccc2O)cc1OC is listed with -3	1	-4	-5	-6	-16	1.1	-3
Cc1ccc(Nc2cc(-c3ccccc3)nc3ncnn23)cc1 is listed with -1	1	0	-20	-2	-5	1.2	-4

An excerpt of these results, with the structure last:
A3A deaminase | hIAP act | hIAP inh | mIAP inh | HKDC1 inh | PfGluPho inh | mIAP activ | ATG4B inhibitor | Structure
4 | 0.99 | 1 | 10 | 4 | 8 | 0.9 | 2 | CCN(C(=O)CSc1ncccc1C(=O)Oc1cccc([N+](=O)[O-])c1)c1cccc(C)c1
-1 | 0.97 | 3 | 9 | -4 | -12 | 0.91 | -5 | COc1ccc(C2=NOC(C)(c3nnc(-c4ccccc4)o3)C2)cc1 (stereo not given)
0 | 1.1 | -8 | -7 | -7 | 2 | 1.1 | -4 | CC1=CC(c2ccccc2)n2nc(NC(=O)CCC(=O)O)nc2N1 (stereo not given)
-4 | 0.96 | 4 | 4 | 2 | -6 | 0.96 | -4 | O=C(NCc1ccccc1CN1CCOCC1)c1ccc(-n2cccn2)cc1

Source: PubChem (Sanford-Burnham Center for Chemical Genomics)
